PPARg SRC-3 ag – agonists of human PPARgamma SRC-3 coactivator recruitment; P37231; biochemical PPARgamma/SRC-3 coactivator recruitment assay; activation, % at 8 µM; hit rate 0.26% among 200,000; in the data active = activation above about 23%;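 also: 0% = DMSO and 100% = reference agonist; some compounds past the cut are filed as inactive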
Target sequence (P37231 whole entry, looked up): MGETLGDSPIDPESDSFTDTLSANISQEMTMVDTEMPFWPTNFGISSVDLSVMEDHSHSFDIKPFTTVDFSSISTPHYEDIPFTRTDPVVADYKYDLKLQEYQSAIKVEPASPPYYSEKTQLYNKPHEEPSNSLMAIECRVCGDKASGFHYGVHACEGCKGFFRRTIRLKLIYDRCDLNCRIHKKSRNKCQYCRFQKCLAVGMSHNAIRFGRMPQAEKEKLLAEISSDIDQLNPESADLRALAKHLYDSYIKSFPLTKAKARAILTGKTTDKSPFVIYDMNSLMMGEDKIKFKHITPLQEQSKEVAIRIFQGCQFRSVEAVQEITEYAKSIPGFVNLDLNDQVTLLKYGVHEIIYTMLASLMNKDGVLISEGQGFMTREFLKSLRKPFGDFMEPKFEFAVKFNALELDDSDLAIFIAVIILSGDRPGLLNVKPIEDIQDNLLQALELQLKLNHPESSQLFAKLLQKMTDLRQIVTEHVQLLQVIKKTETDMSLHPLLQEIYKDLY
STAT3 activator – increases IL-6 driven STAT3 reporter signal | U3A cells, IL-6 STAT3-luciferase reporter, luminescence; 100% = signal with IL-6 EC80 alone | activation (% of control), % at 5.6 µM | hit rate 0.91% among 190,000;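 active = activation above the screen-wide mean of compound activation plus 3 SD, cut at about 130% in these data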;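 also: 0% = background luminescence of wells with medium and substrate only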
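Test system: Human STAT1-deficient U3A cells with stable STAT3-luciferase reporter | Also added: Interleukin-6, 33 ng/mL | Timing: Compound pre-incubation 1 h before IL-6, then 6 h stimulation at 37 °C | Technique: Luciferase reporter luminescence | Read-out: Percent of IL-6-only median luminescence | Benchmarks: IL-6-only wells as 100% reference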
STAT3 blocker – reduces IL-6 driven STAT3 reporter signal; U3A cells, IL-6 STAT3-luciferase reporter, luminescence; host cell line lacks STAT1; inhibition, % at 5.5 µM; hit rate 0.89% among 190,000; AID 862;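 active = inhibition above the mean inhibition across all screened compounds plus 3 SD, cut at about 44% in these data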;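 also: 0% = DMSO only wells and 100% = 100 µM nifuroxazide control wells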
bIAP act – increases bovine intestinal alkaline phosphatase activity; purified bovine IAP, CDP-star luminescence, 30 min; stronger effect = higher value; fold of DMSO-control signal, blank-subtracted; activation factor at 20 µM; hit rate 0.17% among 200,000; AID 1016;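 active = activation factor of 2 or more at 20 µM, a signal rise over negative controls twice the positive control's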
PPARg SRC1 recr – agonists of human PPARgamma SRC-1 coactivator recruitment. activation, % at 8 µM. P37231. hit rate 0.41% among 200,000. PPARgamma-SRC-1 coactivator recruitment biochemical assay; in the data active = activation above about 19%;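 also: 0% = DMSO and 100% = reference agonist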
SRC2 TRFRET art – flags TR-FRET format artefacts in PPARgamma SRC-2 recruitment agonist screen | TR-FRET artefact counter-screen; stronger effect = higher value | TR-FRET ratio at 8 µM | hit rate 0.4% among 200,000 | AID 1049; in the data active = TR-FRET ratio above about 2000; also: inactives centre near 1500
STAT1 blocker – reduces IFN-gamma driven STAT1 reporter signal; NIH 3T3 STAT1-luciferase reporter, luminescence; inhibition, % at 5.5 µM; AID 920; hit rate 0.35% among 200,000;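 active = inhibition above a set limit, the mean inhibition across all tested compounds plus 3 SD, cut at about 34% in these data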;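 also: 0% = IFN-gamma with DMSO and 100% = IFN-gamma with 300 µM nifuroxazide; values of inactives mirror those of a sister screen read the other way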
ROMK primary – modulates human ROMK potassium channel activity. B-score at 10 µM. AID 1918. P48048. hit rate 2% among 130,000. Tet-inducible ROMK, thallium flux fluorescence; actives lie on both sides;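 active = signal ratio slope over the read window, or its plate-corrected B-score, at least 3 SD from the plate mean, either direction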;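 also: B-score of the F/F0 ratio slope over 7 to 12 s after thallium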
PPARg SRC2 recr – promotes SRC-2 coactivator recruitment by human PPARgamma; P37231; PPARgamma LBD-SRC-2 recruitment, biochemical; activation, % at 8 µM; hit rate 0.34% among 200,000; AID 1032; in the data active = activation above about 22%;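 also: 0% = vehicle and 100% = reference agonist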
bIAP inhibitor – intestinal alkaline phosphatase (bovine) inhibition; 190,000 tested, under 10 active; inhibition, % at 20 µM; purified bovine IAP, CDP-star luminescence, 30 min;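 active = over 50% inhibition of intestinal alkaline phosphatase at 20 µM in the single-dose screen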
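Incubation: 30 min reaction at room temperature / Material: purified bovine intestinal alkaline phosphatase (IAP) enzyme / Input: enzyme at 1/65,000,000 dilution / Dosing: 20 µM single dose / Signal: CDP-star luminescence signal / Reagent: CDP-star chemiluminescent phosphatase substrate, 30 µM final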
TNAP act hi DEA – TNAP (human) activation, high acceptor | activation factor at 20 µM | 200,000 tested, under 10 active | purified TNAP, CDP-star luminescence, 1 M DEA, 30 min; stronger effect = higher value; 0 = EDTA background, 1 = DMSO-only activity | AID 1136;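 active = activation factor at least 2 at 20 µM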
Target sequence (P05186 whole entry, looked up): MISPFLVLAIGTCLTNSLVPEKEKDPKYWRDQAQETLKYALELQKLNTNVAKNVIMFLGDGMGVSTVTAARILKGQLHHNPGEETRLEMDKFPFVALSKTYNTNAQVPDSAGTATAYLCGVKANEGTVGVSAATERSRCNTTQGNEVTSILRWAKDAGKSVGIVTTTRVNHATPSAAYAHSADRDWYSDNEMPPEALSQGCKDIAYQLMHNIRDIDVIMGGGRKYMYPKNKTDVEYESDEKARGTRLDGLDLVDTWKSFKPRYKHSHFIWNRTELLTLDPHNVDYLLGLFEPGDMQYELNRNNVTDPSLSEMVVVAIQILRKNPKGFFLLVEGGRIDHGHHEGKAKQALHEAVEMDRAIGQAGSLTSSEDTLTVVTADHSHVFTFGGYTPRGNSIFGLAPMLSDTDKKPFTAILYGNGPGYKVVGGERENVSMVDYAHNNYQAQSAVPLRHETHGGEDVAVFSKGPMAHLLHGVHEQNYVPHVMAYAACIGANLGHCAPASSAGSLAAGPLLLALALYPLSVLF
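Dosing: 20 µM single point. System: human TNAP. Amount: TNAP 1/800 final. Incubation: 30 min, room temperature. Read-out: TNAP activation factor scaled between EDTA and DMSO control wells. Signal: luminescence from CDP-star hydrolysis. Medium: 1 M DEA, pH 9.8, Mg2+, Zn2+. Control set: EDTA negative control, DMSO positive control.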
* hit, by the source's call; · = not tested or not shown.

SMILES	PPARg SRC-3 ag	STAT3 activator	STAT3 blocker	bIAP act	PPARg SRC1 recr	SRC2 TRFRET art	STAT1 blocker	ROMK primary	PPARg SRC2 recr	bIAP inhibitor	TNAP act hi DEA
O=C(CCSc1ccccc1)NC1CCCCCC1	-3	111	-12	1	1	1561	-51	-0.93	5	5	1.1
O=C(COc1ccc(Cl)cc1[N+](=O)[O-])NC1CCCCC1	2	88	19	0.9	-2	1446	-65	-1.9	-1	6	1.1
CCOc1ccc(-n2nc3c(-n4ncc(C#N)c4N)nnc(C)c3c2C)cc1	-5	92	10	·	-2	1596	4	·	13	·	·
O=C(CSc1ncccn1)NCc1cccs1	3	104	1	1	6	1562	-6	0.94	6	3	1
COCCNc1ncnc2c1cnn2Cc1ccc(Cl)cc1	1	105	-3	1	5	1531	-5	·	8	2	1
NC(=O)C1CCN(C(=O)C23CC4CC(CC(C4)C2)C3)CC1	15	103	3	1	8	1542	1	0.32	0	2	1
Cc1cc(C(=O)N/N=C/c2ccc(C)o2)c2ccccc2n1	-3	100	-3	0.9	5	1502	2	0.27	3	13	1.1
O=[N+]([O-])c1ccc(S(=O)(=O)CC(CN2CCCCC2)N2CCCCC2)cc1 (centres undefined)	-6	108	-4	1.2	0	1495	5	-4.8*	1	-17	1
COC(=O)n1c(=O)oc2cc(S(=O)(=O)N3CCOCC3)ccc21	-1	97	8	0.9	2	1695	-3	0.11	3	10	1
O=C(CSCc1cc(=O)[nH][nH]1)Nc1ccc(F)cc1	-5	104	0	1.1	-6	1299	-16	-0.025	-4	-14	0.9
CCc1nnc(NC(=O)c2ccc(S(=O)(=O)NC3CCCCC3)cc2)s1	7	92	12	1.1	7	1540	-1	-0.62	5	-6	1
COCCn1c(SCCCc2ccccc2)nc2c1c(=O)[nH]c(=O)n2C	1	100	7	1.1	9	1546	-8	·	8	-10	1
O=C(COC(=O)/C=C/c1cccs1)Nc1cccc(S(=O)(=O)N2CCOCC2)c1	7	108	-7	1	13	1660	6	-0.051	6	-5	1
CCOC(=O)C(C)Oc1ccc2c(C)cc(=O)oc2c1C(C)=O (centres undefined)	3	103	-3	0.9	6	1550	-3	-0.095	8	10	1
CCOC(=O)CSc1nnc(-c2ccc(OC)cc2OC)o1	-4	95	10	1	-5	1417	3	0.53	-8	0	1
O=C(Nc1ncc2c(n1)-c1ccccc1OC2)c1ccc(Cl)cc1Cl	4	89	23	0.9	2	1560	-2	·	1	12	1
CCc1cc2c(cc(C(=O)O)n2C)s1	-7	108	-3	1	2	1431	-8	·	-5	4	1.1
CC(C)n1c(SCC(=O)Nc2ccc3c(c2)OCO3)nc2c1c(=O)n(C)c(=O)n2C	8	101	1	0.9	5	1613	2	-1.4	9	7	1
Cc1nc(C#N)c(N/N=C/c2c(F)cccc2Cl)o1	3	98	2	0.9	1	1658	-11	-1.1	8	13	0.9
COc1ccc(C(=O)NCC(=O)n2nc(C)cc2C)cc1OC	14	107	-5	0.8	-1	1698	3	-0.36	-2	24	1
COCCNC(=O)Cn1cc(/C=N/NC(=O)c2ccc(Oc3ccc(O)cc3)cc2)c2ccccc21	7	98	5	1.3	7	1697	6	-0.043	11	-30	1.1
CCCc1ncc(C(=O)c2ccc(OC)cc2)n1C	3	91	11	0.8	4	1626	-14	·	6	22	1
COC(C(=O)Nc1ccc(S(=O)(=O)Nc2ccc(C)c(C)c2)cc1)c1ccccc1 (centres undefined)	-1	103	-6	1.1	2	1610	-9	0.52	-11	-5	1
CC1CCN(C(=O)CN(c2cccc(F)c2)S(C)(=O)=O)CC1	1	93	12	0.9	3	1283	-6	0.69	-9	6	1
O=C(NC(=S)NC1CCSC1=O)c1cccs1 (centres undefined)	-3	99	5	1.1	1	1620	0	0.91	-2	-8	0.8
NC1=NC2=C(CCCC2)C2(CCCCC2)S1	4	90	13	1.2	-1	1749	19	-3.1*	10	-17	1
Cc1ccc(CNC(=O)c2cc3c(=O)n(C)c4ccccc4c3n2C)o1	5	78	32	1	1	1695	-6	·	-2	3	1.1
O=c1cc(CS(=O)(=O)c2ccccc2)nc(-c2ccncc2)[nH]1	-2	99	3	1.1	7	1527	6	-0.0054	-1	-9	1
CCN(CC)CCCNC(=O)CSc1nc(-c2cccs2)cc(C(F)(F)F)n1	-1	99	8	0.9	10	1720	8	-0.4	4	6	1.1
CNC(=O)CSc1nnnn1CCCOC	6	102	2	1	11	1537	-7	0.095	3	0	1
COc1ccccc1CNC(=O)c1cccc(C)c1[N+](=O)[O-]	-2	105	-11	0.9	11	1531	1	·	5	11	1.1
COc1ccc(Br)cc1CN(C)C(C)C(=O)Nc1cccc(C(C)=O)c1 (centres undefined)	5	104	4	1	0	1583	13	0.048	8	-3	1
Cc1n[nH]c(C)c1N1C(=O)c2cccc3cc(Br)cc(c23)C1=O	5	98	4	1	5	1492	0	0.57	1	0	1.1
CCn1c2ccc(F)cc2c2nnc(NN)nc21	9	90	11	1.1	5	1851	2	·	1	-9	1
O=C(NC1CCCC1)C1CCCN1C(=O)Oc1ccccc1 (centres undefined)	0	98	9	1	0	1572	-1	0.2	3	4	1
COc1ccc(C(=O)CSc2nnc(-c3ccco3)n2CC2CCCO2)cc1 (centres undefined)	-6	99	1	1	-6	1368	-1	·	1	-2	1.1
CN(Cc1ccccc1)C(=O)COC(=O)c1ccc2c(c1)OCO2	-1	102	2	0.9	-4	1602	-7	0.95	-3	9	1
COc1ccc(C(=O)NC(=S)NC(C)C)cc1Br	22	100	2	0.9	-2	1584	-6	·	1	5	1
CN1C(=O)CSc2ccc(C(=O)O)cc21	8	108	-4	0.9	6	1612	0	·	8	6	1
COc1ccc(OC)c(-n2c(SCC(=O)N3CCc4ccccc43)nc3c(c2=O)SCC3)c1	5	106	-9	0.8	-1	1404	-1	·	4	24	1.1
OC(c1ccccn1)(c1ccccn1)c1ccccn1	-1	92	17	0.9	-6	1237	7	0.29	-4	8	1
CCOC(=O)c1c(C)[nH]c(C(=O)COC(=O)CCSc2ccccc2)c1C	3	109	-9	1	10	1586	-16	-0.11	4	-2	1
O=C(Nc1ccc(-n2nncc2-c2ccco2)cc1)c1cc2ccccc2oc1=O	4	89	16	1	10	1778	-7	·	9	0	1
COC(=O)N(C)c1nc2ccccc2s1	10	87	18	0.9	7	1686	-13	·	4	5	1
CC1CCN(S(=O)(=O)N2CCC(C(=O)NCCC3=CCCCC3)CC2)CC1	-1	104	0	1	4	1689	-4	-1.2	2	-2	1.1
CC(=O)Nc1cc(C(=O)N2CCCC2)ccc1Sc1ccc(Cl)cc1	1	86	15	1	3	1385	30	-1.7	-3	-1	1
O=C(CN1C(=O)COc2ccccc21)N(Cc1cccnc1)Cc1cccc(F)c1	-1	113	-9	0.9	12	1567	-2	·	4	7	1
Cc1cccc(-n2nnc3c(=O)n(CC(=O)Nc4cc(C)on4)cnc32)c1	8	96	13	0.9	5	1660	4	0.15	4	6	1
Cc1ccc2c(c1)-c1ccccc1S(=O)(=O)N2	-1	96	7	1	7	1536	12	0.9	2	4	1
Cc1ccc(C)c(N2CCN(C(=O)c3cc4ccccc4oc3=O)CC2)c1	-5	95	11	0.9	-2	1484	3	·	2	8	1.1
Nc1ccc(C(=O)NCc2ccccc2)cc1	2	91	19	1	-5	1477	0	-1.1	-4	0	1
O=C(COc1ncnc2cc([N+](=O)[O-])ccc12)NCCc1ccc(Cl)cc1	-1	97	5	1	5	1471	-13	-1.2	-1	-1	1
COc1ccc(CC(=O)Nc2ccc(S(=O)(=O)NCC3CCCO3)cc2)cc1 (centres undefined)	2	71	38	0.8	-8	1544	6	·	-3	18	1
Cc1ccc(C(=O)O)cc1NC(=O)c1cccs1	6	103	0	0.9	2	1606	-6	-1.6	6	8	1
O=c1nc2n(c3cc(Cl)c(S(=O)(=O)N4CCOCC4)cc13)CCCCC2	6	97	9	0.9	-2	1636	13	·	-3	9	1.1
CN1/C(=C\C=O)C(C)(C)c2ccccc21	3	98	7	1	5	1733	14	0.44	-1	0	1.1
CC(C)C(=O)Nc1ccc(C(=O)NC2CCSC2=O)cc1 (centres undefined)	-1	98	11	0.9	0	1525	-7	0.2	4	6	1
S=C(N/N=C/c1ccc(Cl)cc1)N1CCOCC1	2	98	6	1	5	1639	-36	1.8	1	-2	1
C=CCn1c(SCC(=O)NC2CCCCC2)nc2ccccc2c1=O	5	104	4	1.1	6	1507	-1	-0.62	1	-9	1
CC1CCN(C(=O)CSc2nnc(Cc3cc(=O)[nH]c(=O)[nH]3)n2-c2ccc(Cl)cc2)CC1	9	103	2	1	7	1702	1	·	6	0	1

Other compounds follow:
SMILES	PPARg SRC-3 ag	STAT3 activator	STAT3 blocker	bIAP act	PPARg SRC1 recr	SRC2 TRFRET art	STAT1 blocker	ROMK primary	PPARg SRC2 recr	bIAP inhibitor	TNAP act hi DEA
O=C(NNC(=O)c1cccc([N+](=O)[O-])c1)c1ccncc1	8	93	12	1	6	1441	5	0.65	1	4	1
CC(C)(C)n1cnc2cc(NS(=O)(=O)c3ccccc3)ccc21	1	100	3	0.9	5	1450	-7	·	2	10	0.9
C=C(C)C1CC=C(C)/C(=N/NC(=O)COc2ccc(Cl)cc2)C1 (centres undefined)	-3	106	-9	0.7	-3	1482	-3	-1.1	10	29	1
Cn1cc(CC(=O)N2CCN(c3ccc(Cl)cc3)CC2)c2ccccc21	1	100	6	0.9	-1	1694	-12	0.027	-10	8	1
CCn1c(=O)n(CC)c2cc(S(N)(=O)=O)c(C)cc21	-16	101	0	1	0	1449	4	1	3	0	1
COC(=O)c1c(NC(=O)CN2CCC3(O)CCCCC3C2c2cc(OC)ccc2OC)sc(C)c1C (centres undefined)	0	114	-15	1	2	1586	5	-0.95	14	0	1

An excerpt of the results above, for reference:
SMILES	PPARg SRC-3 ag	STAT3 activator	STAT3 blocker	bIAP act	PPARg SRC1 recr	SRC2 TRFRET art	STAT1 blocker	ROMK primary	PPARg SRC2 recr	bIAP inhibitor	TNAP act hi DEA
CC(C)(C)n1cnc2cc(NS(=O)(=O)c3ccccc3)ccc21	1	100	3	0.9	5	1450	-7	·	2	10	0.9
C=C(C)C1CC=C(C)/C(=N/NC(=O)COc2ccc(Cl)cc2)C1 (centres undefined)	-3	106	-9	0.7	-3	1482	-3	-1.1	10	29	1

Screening results deposited in PubChem BioAssay by several laboratories.
